# NadD block – blocks S. aureus nicotinate mononucleotide adenylyltransferase | purified NadD enzyme, colorimetric absorbance read-out | inhibition, % at 20 µM | 0.78% of 360,000 active; in the data active = inhibition above about 26%; note: some compounds past the cut are filed as inactive
# SUMO1 PPI mod – alters human SUMO1 binding to SIM partners; P63165; SUMO1 binding to a labelled peptide, TR-FRET, 1 h; inhibition, % at 20 µM; 0.33% of 360,000 active; in the data active = inhibition above about 37%
# Target sequence (P63165 whole entry, looked up): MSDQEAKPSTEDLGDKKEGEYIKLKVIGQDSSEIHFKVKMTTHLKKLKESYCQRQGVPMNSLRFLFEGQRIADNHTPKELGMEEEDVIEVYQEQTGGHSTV
# SKN-1 inh – inhibitors of C. elegans SKN-1 | C. elegans VP596 Pgst-4::GFP/RFP ratio, acrylamide-induced, 24 h | inhibition, % at 21.8 µM | 0.49% of 360,000 active;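 active = interference check ratio from 0.5 to 1.5 plus GFP to RFP signal ratio inhibition reaching or exceeding a fixed threshold, cut at about 30% in these data, passing the limit was not always enough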; note: some compounds called inactive have numbers as strong as hits
# STEP block – STEP (human) phosphatase inhibition. P54829. recombinant STEP, OMFP fluorogenic substrate, fluorescence. inhibition, % at 20 µM. 0.25% of 360,000 active. AID 588621;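 active = inhibition at 20 µM, scaled per plate between control wells, above about 37%, limit read from the data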;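 note: 0% = DMSO with enzyme and substrate and 100% = substrate only without enzyme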
# Target sequence (P54829 whole entry, looked up): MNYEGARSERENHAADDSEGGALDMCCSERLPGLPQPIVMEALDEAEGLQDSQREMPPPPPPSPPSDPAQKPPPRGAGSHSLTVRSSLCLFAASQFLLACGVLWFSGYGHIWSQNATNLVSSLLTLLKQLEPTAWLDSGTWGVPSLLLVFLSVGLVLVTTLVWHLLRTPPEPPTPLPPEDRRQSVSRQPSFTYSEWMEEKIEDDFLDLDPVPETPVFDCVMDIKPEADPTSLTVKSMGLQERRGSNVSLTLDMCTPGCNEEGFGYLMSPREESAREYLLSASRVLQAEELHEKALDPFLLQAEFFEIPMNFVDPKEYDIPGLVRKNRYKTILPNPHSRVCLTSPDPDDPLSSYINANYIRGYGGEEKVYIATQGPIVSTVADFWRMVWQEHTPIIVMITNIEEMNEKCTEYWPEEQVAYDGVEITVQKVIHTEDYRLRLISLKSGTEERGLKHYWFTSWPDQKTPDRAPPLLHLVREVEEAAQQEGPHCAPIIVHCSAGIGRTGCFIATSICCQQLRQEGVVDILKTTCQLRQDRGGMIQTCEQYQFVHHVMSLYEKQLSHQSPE
#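 Assay system: isolated STEP enzyme / Timing: 20 min at room temperature, dark / Doses: 20 µM, 1% DMSO / Technique: fluorescence intensity, excitation 480 nm, emission 540 nm / Reagent: fluorogenic phosphatase substrate OMFP at 25 µM final / Measure: percent inhibition scaled to no-enzyme and uninhibited-enzyme controls, plate-pattern corrected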
# DNMT1 block – blocks human DNA methyltransferase DNMT1. P26358. inhibition (reported as % activation of signal), % at 10 µM. DNMT1 molecular beacon, Hinp1I cleavage, fluorescence. 0.83% of 360,000 active; in the data active = inhibition above about 50%
# Scp-1 inhibitor – blocks human Scp-1 phosphatase activity; 0.88% of 340,000 active; Recombinant Scp1, phosphopeptide, malachite green phosphate absorbance; AID 493091; Q9GZU7; inhibition, % at 20 µM;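 active = inhibition above about 50% at 20 µM, limit read from the data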;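 note: plate controls were DMSO wells with enzyme for no effect and wells lacking enzyme for full effect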
# Target sequence (Q9GZU7 76-261 limits assumed): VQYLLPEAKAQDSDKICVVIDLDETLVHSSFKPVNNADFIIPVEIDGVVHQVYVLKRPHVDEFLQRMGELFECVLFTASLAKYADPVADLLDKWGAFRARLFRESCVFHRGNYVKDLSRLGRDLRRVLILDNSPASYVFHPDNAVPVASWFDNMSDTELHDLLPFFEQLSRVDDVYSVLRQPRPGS
#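 Assay system: SCP-1 catalytic fragment, aa 76-261 | Buffer or medium: Tris acetate buffer pH 5.5 with MgCl2 and Tween-20 | Compound: One concentration, 20 µM, with 1.0% DMSO | Also added: Phospho 17-mer peptide substrate | Signal: Absorbance at 630 nm | Incubation: 45 min enzyme reaction at room temperature | Measure: % inhibition of SCP-1 phosphate liberation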
# LMPTP inh – LMPTP (human) inhibition; recombinant LMPTP-A, OMFP fluorogenic substrate, fluorescence intensity; inhibition, % at 20 µM; P24666; 0.22% of 360,000 active;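 active = compounds that cut the enzyme signal by at least half of the control window in the single-dose screen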;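 note: plate controls were DMSO wells with enzyme plus substrate for no effect and substrate without enzyme for full effect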
# Target sequence (P24666 whole entry, looked up): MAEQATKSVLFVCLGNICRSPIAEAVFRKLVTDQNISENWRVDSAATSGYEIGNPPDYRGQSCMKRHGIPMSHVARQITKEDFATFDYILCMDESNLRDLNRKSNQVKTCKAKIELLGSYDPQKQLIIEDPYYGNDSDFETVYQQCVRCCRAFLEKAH
#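 Test system: LMPTP-A phosphatase enzyme. Amount: LMPTP-A at 0.625 nM final in the reaction. Reagent: OMFP substrate, 400 µM final. Times: 50 min at room temperature. Signal: endpoint fluorescence intensity from OMFP dephosphorylation. Read-out basis: % inhibition. Benchmarks: no-enzyme and uninhibited controls.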
# Tb MetRS inh – blocks T. brucei methionyl-tRNA synthetase activity. inhibition, % at 11.9 µM. purified T. brucei MetRS, ATP depletion, Kinase-Glo luminescence. 0.4% of 360,000 active;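 active = inhibition above a per-plate cutoff of the control wells' mean inhibition plus 3 SD, cut at about 5.5% in these data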;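 note: 0% = DMSO wells median and 100% = median of wells with control inhibitor compound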
#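 Test system – parasite MetRS enzyme · Reagent – substrates ATP, L-methionine and bulk Escherichia coli tRNA · Doses – 11.9 µM compound single dose, 0.9% DMSO · Times – 15 min enzyme-compound preincubation, 2 h reaction, 10 min detection, 25 °C · Signal – Kinase-Glo luminescence, ATP depletion format · Controls – DMSO-only wells as low control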
# Neddylation inh – cullin neddylation inhibition | TR-FRET cullin neddylation, biochemical | AID 651699 | calls only at 25 µM | P61081+Q13564 | 0.58% of 360,000 active; in the data active = inhibition above about 36%
# NRP1-CendR mod – alters CendR peptide binding to human NRP-1; 0.85% of 360,000 active; inhibition, % at 25 µM; FAM-RPARPAR peptide binding to NRP-1, fluorescence polarization;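 active = inhibition or corrected inhibition above about 18%, plus a signal ratio from 0.5 to 1.5, limit read from the data, passing the limit was not always enough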; note: strong numbers were not always called active
# * = called active by the depositor; i = inactive; / = not tested or not shown. These rows are one share of the data; the hit share may differ from the screen's.
SMILES,NadD block,SUMO1 PPI mod,SKN-1 inh,STEP block,DNMT1 block,Scp-1 inhibitor,LMPTP inh,Tb MetRS inh,Neddylation inh,NRP1-CendR mod
O=c1c2ccccc2nc(/C=C/c2ccc([N+](=O)[O-])o2)n1-c1ccc(O)cc1,-1,-1,-3,4,33,17,1.5,-0.5,i,-106
CC(=O)[C@@]1(O)CC[C@H]2[C@@H]3CC=C4C[C@@H](O)CC[C@]4(C)[C@H]3CC[C@@]21C,0,-1,1,1,9,-6,0.8,-0.9,i,3
CNc1cc(N2CCN(C)CC2)ccc1[N+](=O)[O-],2,-16,4,-3,0,-4,-1.0,-0.9,i,5
c1cncc(CNC2=NCCC2)c1,2,-2,5,5,24,-6,-7.0,-0.2,i,12
COc1ccc(OC)c(N2C(=O)NC(=O)/C(=C/c3ccc([N+](=O)[O-])s3)C2=O)c1,16,47*,-4,5,21,5,3.9,-1.0,i,-14
C[C@@H]1CN([C@H](C)CO)C(=O)CCCn2nncc2CO[C@@H]1CN(C)C(=O)Oc1ccc2ccccc2c1,4,3,5,0,5,/,-1.2,0.0,i,-11
COC(=O)C1=C(c2ccc(F)cc2F)C[C@@H]2CC[C@H]1N2C(=O)NC1CCCCC1,-3,9,8,-4,1,-5,-0.4,0.8,i,3
O=c1[nH]c(O)c(C=Nc2ccc(Cl)c(C(F)(F)F)c2)c(=O)[nH]1,-8,4,6,-2,0,-2,-1.5,-0.5,i,8
Cc1cc(=O)oc2c(C)c(OCC(=O)N3CCC(C(=O)O)(c4ccccc4)CC3)ccc12,3,19,6,0,-2,1,-0.6,-1.8,i,-1
COc1ccc(CC(=O)C2C(=O)N(C)c3ccccc32)cc1OC (configuration not stated),3,-4,17,2,2,-2,-0.4,-0.5,i,1
Cn1c(CN2CCN(C(=O)COc3ccccc3)CC2)nc2cc([N+](=O)[O-])ccc21,0,-15,2,0,-2,-1,-1.3,-0.3,i,-4
CSc1ccccc1C(=O)C1CCCN(Cc2ccncc2)C1 (configuration not stated),-3,1,-1,-1,5,-13,1.8,0.0,i,-8
CCOP(=O)(Cc1ccccc1)OCC,-6,2,-1,-2,4,-2,-0.6,0.0,i,16
COc1cc2[nH]c(=S)n(-c3ccccc3)c(=O)c2cc1OC,-2,12,-4,0,-1,-6,-0.3,-0.4,i,-10
CCCN1CC[C@@H]2c3cc(O)ccc3CC[C@@H]21,-3,8,20,-3,-4,19,-0.9,-0.5,i,-16
CCN(CC)CCC(=O)O[C@H]1CC[C@]2(C)C3CC[C@@]4(C)C(CC[C@]4(C)O)C3CC[C@H]2C1 (some centres not stated),-8,-1,2,-2,0,-5,-2.9,-0.3,i,5
COc1cc(CN2C(=O)NC(=O)C3(Cc4cc(C)ccc4N(C)C3)C2=O)cc(OC)c1 (configuration not stated),11,5,14,-1,-6,11,0.0,0.1,i,-14
COc1cccc(CCNCc2c(F)cccc2F)c1,-6,3,-3,-2,-3,-5,0.3,-0.4,i,-2
COc1ccc(-n2c(O)c(/C=C3\C=Nc4ccc(Br)cc43)c(=O)[nH]c2=O)cc1,9,12,2,-4,8,-6,-0.4,0.2,i,-42
CCc1cc2c(N3CCN(C)CC3)ncnc2s1,2,0,-18,-4,2,-3,-0.5,0.1,i,12
CCC1(C2=NCCN2)Cc2ccccc2O1 (configuration not stated),3,-5,-7,-2,8,-6,-2.3,-0.9,i,-7
c1ccc(NC2=NCCS2)cc1,-2,-3,-3,0,-2,1,-0.5,0.8,i,11
CCOC(=O)c1cnc(N2CC2)nc1N,-5,0,-1,-6,-2,-8,-1.1,0.0,i,12
CCc1ccccc1N1C(=O)CC(=O)NC1=O,1,3,3,-1,-6,-7,1.0,-0.8,i,-3
COc1ccc(-c2ccc3n2Cc2cnnn2-c2ccccc2-3)cc1,-2,8,-10,3,7,-17,3.1,0.0,/,-3
CC1(C)CC(N(CCc2ccccc2)Cc2ccccc2)CCO1 (configuration not stated),-3,1,-8,-5,0,-2,-1.1,-0.3,i,0
CC(=O)c1ccc2c(c1)OCO2,4,2,3,-2,-6,1,-0.9,-1.3,i,3
O=C1NC(=O)C(C2CCOC2=O)N1 (configuration not stated),-2,-4,4,2,2,/,-0.6,0.0,i,4
COc1ccc2c(C)c(CC(=O)N3C[C@H]4C[C@@H](C3)c3cccc(=O)n3C4)c(=O)oc2c1C,8,-1,-8,2,3,15,1.0,-0.9,/,-1
O=C1NC(=S)NC(=O)C1C/C=C/c1ccccc1,13,9,3,0,0,-2,-0.7,-0.8,i,-60

# An excerpt of these results, with tabs.
SMILES	NadD block	SUMO1 PPI mod	SKN-1 inh	STEP block	DNMT1 block	Scp-1 inhibitor	LMPTP inh	Tb MetRS inh	Neddylation inh	NRP1-CendR mod
O=c1c2ccccc2nc(/C=C/c2ccc([N+](=O)[O-])o2)n1-c1ccc(O)cc1	-1	-1	-3	4	33	17	1.5	-0.5	i	-106
CC(=O)[C@@]1(O)CC[C@H]2[C@@H]3CC=C4C[C@@H](O)CC[C@]4(C)[C@H]3CC[C@@]21C	0	-1	1	1	9	-6	0.8	-0.9	i	3
CNc1cc(N2CCN(C)CC2)ccc1[N+](=O)[O-]	2	-16	4	-3	0	-4	-1.0	-0.9	i	5
c1cncc(CNC2=NCCC2)c1	2	-2	5	5	24	-6	-7.0	-0.2	i	12
COc1ccc(OC)c(N2C(=O)NC(=O)/C(=C/c3ccc([N+](=O)[O-])s3)C2=O)c1	16	47*	-4	5	21	5	3.9	-1.0	i	-14
C[C@@H]1CN([C@H](C)CO)C(=O)CCCn2nncc2CO[C@@H]1CN(C)C(=O)Oc1ccc2ccccc2c1	4	3	5	0	5	/	-1.2	0.0	i	-11
COC(=O)C1=C(c2ccc(F)cc2F)C[C@@H]2CC[C@H]1N2C(=O)NC1CCCCC1	-3	9	8	-4	1	-5	-0.4	0.8	i	3
O=c1[nH]c(O)c(C=Nc2ccc(Cl)c(C(F)(F)F)c2)c(=O)[nH]1	-8	4	6	-2	0	-2	-1.5	-0.5	i	8
Cc1cc(=O)oc2c(C)c(OCC(=O)N3CCC(C(=O)O)(c4ccccc4)CC3)ccc12	3	19	6	0	-2	1	-0.6	-1.8	i	-1
COc1ccc(CC(=O)C2C(=O)N(C)c3ccccc32)cc1OC (configuration not stated)	3	-4	17	2	2	-2	-0.4	-0.5	i	1
Cn1c(CN2CCN(C(=O)COc3ccccc3)CC2)nc2cc([N+](=O)[O-])ccc21	0	-15	2	0	-2	-1	-1.3	-0.3	i	-4
CSc1ccccc1C(=O)C1CCCN(Cc2ccncc2)C1 (configuration not stated)	-3	1	-1	-1	5	-13	1.8	0.0	i	-8
CCOP(=O)(Cc1ccccc1)OCC	-6	2	-1	-2	4	-2	-0.6	0.0	i	16
COc1cc2[nH]c(=S)n(-c3ccccc3)c(=O)c2cc1OC	-2	12	-4	0	-1	-6	-0.3	-0.4	i	-10
CCCN1CC[C@@H]2c3cc(O)ccc3CC[C@@H]21	-3	8	20	-3	-4	19	-0.9	-0.5	i	-16
CCN(CC)CCC(=O)O[C@H]1CC[C@]2(C)C3CC[C@@]4(C)C(CC[C@]4(C)O)C3CC[C@H]2C1 (some centres not stated)	-8	-1	2	-2	0	-5	-2.9	-0.3	i	5
COc1cc(CN2C(=O)NC(=O)C3(Cc4cc(C)ccc4N(C)C3)C2=O)cc(OC)c1 (configuration not stated)	11	5	14	-1	-6	11	0.0	0.1	i	-14

# Further compounds.
SMILES,NadD block,SUMO1 PPI mod,SKN-1 inh,STEP block,DNMT1 block,Scp-1 inhibitor,LMPTP inh,Tb MetRS inh,Neddylation inh,NRP1-CendR mod
CN(C)P(=NC(=S)c1cccn1C)(N(C)C)N(C)C,-9,3,19,4,-1,-11,0.2,-1.2,i,10
COC(=O)C1=C(c2ccc(OCc3ccccc3)cc2)C[C@@H]2CC[C@H]1N2C(=O)NCc1ccc(OC)cc1,4,0,7,9,-10,/,11,-1.1,i,-4
OC(c1ccc(F)cc1)(c1ccc(F)cc1)[C@@H]1CCCN1,-5,-3,-4,-9,0,-6,0.4,-0.4,i,3
CN1CCC2(CC1)CC(NC=O)c1ccccc1O2 (configuration not stated),-3,-1,-13,2,-1,-4,-2.4,-0.8,i,6
CCN(CC)C(=O)c1ccc(NC(=O)c2ccc3c(c2)NC(=O)CS3)cc1,1,-1,-13,-4,5,1,0.2,-0.6,i,8
COc1ccc(NC(=S)N2Cc3ccccc3-n3nncc3C2)c(OC)c1,-4,-2,-9,1,1,/,-2.6,-1.3,i,-11
COCCN1C(=O)NC(=O)/C(=C\c2ccc(Br)cc2)C1=O,-5,0,-12,0,5,-13,-1.5,0.5,i,-3
CC1CCC2[C@@H](C)C(=O)OC3O[C@]4(C)CCC1C32OO4 (some centres not stated),-6,2,-7,0,-3,0,0.0,-0.5,i,-5
O=c1c2ccccc2nc(-c2ccc(-c3ccccc3)cc2)n1-c1ccncc1,7,0,7,2,-3,13,1.3,0.0,i,3
Cc1ccsc1C(=O)C1CCCN(Cc2cn(C)nc2C)C1 (configuration not stated),-3,-1,3,-7,-1,-7,-1.1,-0.9,i,4
O=C(COc1ccccc1)N1CCN(CC2CC3C=CC2C3)CC1 (configuration not stated),-2,-1,5,1,0,-11,-2.6,0.2,i,-1
COc1ccc(-c2nn(Cc3ccccc3)cc2C(=O)NC2CC2)cc1OC,-7,-3,-12,0,0,-10,-1.3,-0.2,i,1
COc1ccc(C(=O)CC2C(=O)N(C)C(=O)N(C)C2=O)cc1,-1,-3,20,-1,-2,5,2.7,-1.5,i,-5
Cc1nn(Cc2ccccc2Cl)c(C)c1C(=O)OCC(=O)NC1CCCC(C)C1C (configuration not stated),-16,-1,-2,3,2,-5,1.2,-0.2,i,-5
C[C@@H]1C(=O)O[C@H]2[C@H](O)[C@]34[C@@H]5OC(=O)[C@]3(OC3OC(=O)[C@H](O)C34[C@H](C(C)(C)C)[C@@H]5O)[C@@]12O (some centres not stated),-1,2,-8,3,2,-9,-1.8,-0.9,i,8
Oc1ccc(C[C@H]2NCCc3cc(O)c(O)cc32)cc1O,3,-5,7,3,2,-8,6.0,0.8,i,22
CCN1CCc2ccccc2C1,-5,-2,-8,-3,1,-2,-2.7,-0.4,i,-4
COc1cc2c(cc1O)[C@@H]1Cc3ccc(OC)c(O)c3CN1CC2,2,3,9,1,5,-12,3.6,1.2,i,11
CN1C(=O)CN=C(c2ccc(Cl)cc2)c2cc(Cl)ccc21,1,-1,-4,-1,6,4,-0.8,-1.4,i,7

# Screening results from PubChem BioAssay.
